# DT40 TDP1 CPT: growth inhibition of DT40 Tdp1-/-;hTDP1 cells with camptothecin (screen for TDP1 inhibitors); chicken DT40 Tdp1-/-;hTDP1 cells + 20 nM CPT, ATP luminescence, 48 h; Potency, µM (titrated, usually from 46.2 µM), without a hit: top-dose activity change, negative = growth inhibition, actives largely listed as inhibitors; actives 12% (n = 420,000); AID 686979; also: nearly all actives have a fitted effect of over 55% in size
#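 Cell growth measured by CellTiter-Glo luminescence after a minimum 48 h, 37 C compound exposure with 20 nM CPT in Tdp1-knockout DT40 cells stably expressing hTDP1, seeded 400/well; qHTS titration format.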
# GCN5L2 inh: inhibitors of human GCN5L2 histone acetyltransferase. actives 0.21% (n = 390,000). Q92830. Potency, µM (doses to about 58.9 µM), for the others: top-dose activity change, negative = inhibition, most hits filed as inhibitors. GCN5L2 HAT assay, ThioGlo1 CoA-SH fluorescence. AID 504327
# Target sequence (Q92830 whole entry, looked up): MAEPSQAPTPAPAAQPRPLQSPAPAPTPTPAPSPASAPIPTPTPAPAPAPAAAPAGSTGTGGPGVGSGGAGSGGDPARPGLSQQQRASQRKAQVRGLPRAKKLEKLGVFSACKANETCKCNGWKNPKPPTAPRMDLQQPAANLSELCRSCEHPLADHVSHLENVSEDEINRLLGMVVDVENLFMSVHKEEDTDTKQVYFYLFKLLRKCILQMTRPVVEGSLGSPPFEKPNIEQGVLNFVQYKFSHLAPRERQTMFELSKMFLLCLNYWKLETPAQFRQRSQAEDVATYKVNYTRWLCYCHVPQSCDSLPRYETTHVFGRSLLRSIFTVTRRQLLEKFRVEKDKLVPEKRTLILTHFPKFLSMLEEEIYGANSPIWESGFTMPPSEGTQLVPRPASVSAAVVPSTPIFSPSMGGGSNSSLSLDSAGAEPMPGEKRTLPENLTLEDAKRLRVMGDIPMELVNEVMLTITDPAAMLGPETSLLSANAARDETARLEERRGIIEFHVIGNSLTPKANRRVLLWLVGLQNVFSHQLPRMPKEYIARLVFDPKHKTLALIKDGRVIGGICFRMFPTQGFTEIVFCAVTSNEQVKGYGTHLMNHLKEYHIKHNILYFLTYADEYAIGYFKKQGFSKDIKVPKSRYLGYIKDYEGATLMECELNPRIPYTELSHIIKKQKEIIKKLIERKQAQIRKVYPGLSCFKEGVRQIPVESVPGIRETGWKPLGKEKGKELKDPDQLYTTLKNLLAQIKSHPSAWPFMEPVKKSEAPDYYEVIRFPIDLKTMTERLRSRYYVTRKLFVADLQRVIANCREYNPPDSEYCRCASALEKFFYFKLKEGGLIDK
#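 ThioGlo1-coupled HAT assay: 20nM GCN5L2, 70uM acetyl-CoA, 75uM H3(1-25) peptide, pH 7.5. Fluorescence read at 340/540nm at start and after 20 min at room temperature.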
# DT40 TDP1 no CPT: qHTS for Inhibitors of human tyrosyl-DNA phosphodiesterase 1 (TDP1): qHTS in cells in absence of CPT; DT40 Tdp1-/- hTDP1 cells, no CPT, ATP luminescence, 48 h; Potency, µM (doses to about 46.2 µM), for the others: at the highest dose activity change, negative = growth inhibition, usual class: inhibitors; actives 15% (n = 420,000); AID 686978, 2013; also: nearly all actives have a fitted effect of over 55% in size
#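 Chicken DT40 Tdp1-/- cells complemented with human TDP1, screened without camptothecin (DMSO vehicle only), 400 cells/well. Compounds pin-transferred, cells incubated at 37 °C for at least 48 hr. Growth read as ATP-dependent luminescence (CellTiter-Glo, 30 min at RT).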
# The depositor's hits bear a star; ? = inconclusive; / = not tested or not shown; & = joins results of further samples; [ ] = remark or other dose. Calls follow the shape of the dose curve; as a rule, active = well fitted curve in the direction sought with a large enough effect; inconclusive = small, poorly fitted or top-dose-only effect, or another doubt; inactive = no such curve, though single readings can be large; an effect the other way counts as inactive or inconclusive. % is scaled to controls: 0 for no effect and ±100 for the full control effect; potency is read from the fitted curve at half-maximal effect.
compound | GCN5L2 inh | DT40 TDP1 no CPT | DT40 TDP1 CPT
CC(C)Oc1ccc(C(=O)N(Cc2ccco2)Cc2cccs2)cc1 | -8.5% | ? | ?
Oc1c(C(Nc2ccccn2)c2ccccn2)ccc2cccnc12 (centres undefined) | -14.9% | 0.82µM* | 0.82µM*
COC(=O)C1=C(C)NC(C)=C(C(=O)OC)C1C(=O)OCC(=O)N1CCCCC1C (centres undefined) | -2.2% | 3.0% | 0.6%
Cc1ccc(CNC(=O)C2CCN(S(=O)(=O)c3ccc4c(c3)OCCCO4)CC2)cc1 | 29.1% | ? | -2.1%
COc1c(C)cccc1C(=O)Nc1ccc(Cl)c(-c2nc3cc(C)ccc3o2)c1 | -6.2% | 9.2µM* | 14.6µM*
COC(=O)c1ccc(CN(c2ccccc2OC)S(=O)(=O)c2cccs2)o1 | 1.0% | 23.1µM* | -21.6%
O=C(NCCCN1CCN(Cc2ccccc2)CC1)C1CCN(c2nnc(-n3cccc3)s2)CC1 | -4.2% | 25.9µM* | ?
COc1ccc(-c2csc(N3C(=O)C4C5c6ccccc6C(c6ccccc65)C4C3=O)n2)cc1 (centres undefined) | 8.7% | -28.7% | -19.7%
Cc1ccc(C(=O)Nc2ccc3c(c2)N(C)C(=O)c2ccccc2S3)cc1 | -7.4% | 2.31µM* | 5.17µM*
COc1cccc2c(=O)n(CC(=O)NC3CCCCC3)ccc12 | -15.5% | -7.5% | 0.6%
CNC[C@H]1Oc2c(NS(=O)(=O)c3ccc(OC)cc3)cccc2C(=O)N([C@H](C)CO)C[C@@H]1C | -4.6% | -17.4% | 1.7%
CCNc1nc(NC(C)(C)C)nc(N(CC)n2cnnc2)n1 | 1.0% | -16.1% | -1.4%
COc1ccc(CCN(C)C2CCCN(S(C)(=O)=O)C2)cc1OC (centres undefined) | -8.4% | -8.3% | 0.4%
Cc1cc(NC(=O)/C=C/c2ccc(Cl)cc2)no1 | 2.1% | -10.3% | -0.2%
CC1(C(=O)NS(=O)(=O)c2ccc3c(c2)CCO3)CCN1C(=O)c1ccccc1CCc1ccccc1 (centres undefined) | / | ? | ?
CCCCNc1nc2cccnc2s1 | 1.2% | ? | -27.0%
CSc1ccc(S(=O)(=O)NCC(=O)OCC(=O)NCC2CCCO2)cc1[N+](=O)[O-] (centres undefined) | 0.1% | 0.9% | 11.3%
Cc1ccc(S(=O)(=O)N(C)c2ccc(C(=O)Nc3ccccc3C(=O)N3CCOCC3)cc2)cc1 | -6.8% | ? | -15.7%
COc1cc(-c2nc(CN3CCCCC3CCNC(C)=O)c(C)o2)ccc1F (centres undefined) | 0.2% | 11.9% | 7.6%
CC1=C(/C=C/C(C)=C/C=C/C(C)=C/C=C/C=C(C)/C=C/C=C(C)/C=C/C2=C(C)CCCC2(C)C)C(C)(C)CCC1 | ? | -10.8% | ?
CCc1cccc2c(C(=O)CSc3nncn3C)c[nH]c12 | -7.3% | 4.3% | -4.0%
Cc1cc2c(cc1S(=O)(=O)N1CCN(c3cccc(C)c3C)CC1)OCCN2C | -2.1% | -10.1% | ?
CCN1C(=O)/C(=C\N2CCN(C(=O)c3ccco3)CC2)SC1=S | -2.3% | ? | -6.4%
O=C(Nc1ccc(Cl)c(S(=O)(=O)N2CCCC2)c1)c1nn(CCO)c(=O)c2ccccc12 | -3.6% | ? | ?
O=C(CN1C(=O)NC2(CCCCCCC2)C1=O)NCc1ccccc1Cl | 3.6% | ? | -15.4%

# Reformatted with each value named: part of the list above
> Cc1cc2c(cc1S(=O)(=O)N1CCN(c3cccc(C)c3C)CC1)OCCN2C
  GCN5L2 inh: -2.1%
  DT40 TDP1 no CPT: -10.1%
  DT40 TDP1 CPT: ?
> CCN1C(=O)/C(=C\N2CCN(C(=O)c3ccco3)CC2)SC1=S
  GCN5L2 inh: -2.3%
  DT40 TDP1 no CPT: ?
  DT40 TDP1 CPT: -6.4%

# (list continues)
compound | GCN5L2 inh | DT40 TDP1 no CPT | DT40 TDP1 CPT
CC1(C(=O)Nc2ccccc2Cc2ccccc2)CCN1CCc1ccccc1 (centres undefined) | / | ? | ?
CCN(CC)CCN(C(=O)/C=C/c1cccs1)c1nc2ccc(C)cc2s1 | -7.4% | 6.51µM* | ?
CCOC(=O)c1nnn(-c2ccc(OC)cc2)c1N | -5.0% | -5.4% | -15.4%
NCc1ccccc1 | -17.4%&5.4% | 17.5% | 8.8%
CC(=O)[C@H](CC(C)C)NC(=O)[C@@H](CC(C)C)NC(=O)[C@H](CC(C)C)NC(=O)OCc1ccccc1 | -11.3% | 0.188µM* | 0.15µM*
Cc1ccc(S(=O)(=O)NCc2nc(-c3ccccc3)no2)cc1 | -0.9% | -22.3% | 1.9%
COc1cccc(C(=O)NNC(=O)c2cccc3ccccc23)c1 | / | -23.5% | -13.1%
CN(C)c1ccc(/C=N/NC(=O)c2ccc(Cn3cc(Br)cn3)o2)cc1 | -11.6% | ? | 22.0%
CC(=NNC(=S)Nc1cccc(C)c1)c1ccccn1 | / | 0.0326µM* | 0.0184µM*
COCc1cn(CC(C)n2c(=O)c3ccccc3n2Cc2cc(C(C)C)no2)nn1 (centres undefined) | / | 2.9% | 17.6%
Cc1cccc(C(=O)N2CCC(=O)N(C(COCc3ccccc3)Cc3ccccc3)CC2)c1 (centres undefined) | -3.4% | 25.9µM* | ?
Cc1c(C(=O)N2CCOCC2)c(S(=O)(=O)Nc2ccc(Br)cc2F)c(C)n1C | -2.6% | ? | ?
COC(=O)c1cn(NC(=O)c2ccc(F)cc2)c(=O)c2ccccc12 | 0.7% | -3.0% | -8.4%
COc1ccc(/C=C/c2nnc(NC(=O)COc3ccc(C)cc3)s2)cc1 | -5.4% | -12.7% | -31.3%
COc1ccc(CNC(=O)c2cc(=O)c3c(C)cc(C)cc3o2)cc1 | 5.0% | -23.3% | -3.7%
Cc1cccn2c(=O)nc(SCC(=O)N3CCOCC3)nc12 | -17.5% | 1.7% | -9.7%
COc1ccc(NC2CCCN(C(=O)c3cccs3)C2)cc1 (centres undefined) | -13.4% | -8.6% | -20.5%
Cc1ccc(CNc2oc(-c3ccc(COc4ccc(Cl)cc4)o3)nc2C#N)cc1 | -10.7% | ? | -11.3%
CC(C)(C)c1cc(C(F)(F)F)nc(SCCCNC(=O)c2ccco2)n1 | -2.1%[0.501 µM] | 20.6µM* | 23.1µM*
CC1=NN(c2ccccc2)C(=O)C1=Cc1ccccc1 | / | -6.0% | -16.6%
CCCc1nc2ccc(C)cn2c1Cc1ccccc1OC | / | 20.6µM* | 20.6µM*
CC(C)(C)n1nnnc1C(c1cc2ccccc2o1)N1CCCC1 (centres undefined) | / | -29.5% | -13.3%
Cn1c(Cc2cccc3ccccc23)nnc1SCc1ccc([N+](=O)[O-])cc1 | 32.6%[activator] | ? | -24.7%
Cc1ccc(CCNC(=O)c2nn(C)c3c2CSc2ccccc2-3)cc1 | -3.8% | -12.9% | -23.5%
Cc1cc(OCC(=O)N(C)Cc2ccccc2)ccc1Br | -8.7% | 23.1µM* | ?
COc1ccc(C2(c3ccc(OC)cc3)NC(=O)N(CC(=O)NC3(C#N)CCCCC3)C2=O)cc1 | -0.8% | 11.9% | 7.0%
CC(=O)Oc1ccc2occ(/C=N/c3cc(=O)[nH]c(=S)[nH]3)c(=O)c2c1 | -8.7% | ? | ?
O=S(=O)(c1ccc(Cl)cc1)N1CCN(c2nc(Nc3cc(Cl)ccc3O)nc3ccccc23)CC1 | / | ? | ?
Cn1c(=O)c(C(=O)c2ccc(S(C)(=O)=O)c(Cl)c2Cl)c(O)c2ccccc21 | / | ? | ?
CCn1c(=O)c2cc(C(=O)NCCc3cccc(C)c3)sc2c2ccccc21 | -10.5% | -14.3% | -4.3%
O=C(COc1ccc2ccccc2c1)NNC(=O)c1cccs1 | -1.5% | -19.8% | -7.8%
COc1ccc(Br)cc1C1NC(c2ccc3c(c2)OCO3)=CC(c2ccccc2O)N1 (centres undefined) | / | 10µM* | ?
COc1cc(S(=O)(=O)n2nc(C)cc2C)ccc1Cl | 1.0% | -29.5% | -18.4%
O=S1(=O)CCN(Cc2cccnc2)CC1 | / | 18.8% | 0.8%
CCCn1c(=O)c2ccccc2n2c(SCCOc3ccc(OC)cc3)nnc12 | -8.0% | ? | ?
Cc1ccc(S(=O)(=O)N(CC(=O)Nc2ccccc2)C(=O)N2CCN(C)CC2)cc1 | -3.7% | 1.3% | 14.8%
Cc1cc2c3c([nH]c2cc1S(=O)(=O)NCc1ccc(CN2CCCCCC2)o1)CC(C)(C)CC3=O | -3.3% | 4.8% | ?
COc1ccc(NC(=O)c2ccc(S(=O)(=O)N3CCOCC3)o2)cc1 | -4.3% | -3.1% | -4.3%
O=C(Nc1ccc(F)cc1)C1CCN(c2nc3ccccc3n3cccc23)CC1 | -4.3% | ? | ?
COc1ccc(NC(=O)CS(=O)c2cccc(Cl)c2)cc1 (centres undefined) | -1.7% | 17.5% | -19.5%
O=C(c1ccoc1)N1CCCC(N2CCN(c3ccc(F)cc3)CC2)C1 (centres undefined) | ? | -4.8% | -13.7%
N/C(=N\OC(=O)Cc1ccc(Cl)cc1)c1cccnc1 | ? | -3.6% | -1.7%
Cc1cc(C)cc(-n2ncc3c2CCCC3NC(=O)c2csnn2)c1 (centres undefined) | -0.7% | -0.8% | -14.7%
CC1=NN(Cc2ccccc2)C(=O)C1C(c1ccncc1)C(C#N)C#N (centres undefined) | -8.7% | ? | ?
Cc1cccc2c1cnn2C(=O)CCC(=O)N1CCC(C)CC1 | -1.4% | -17.0% | 1.4%
CCNC(=O)N1CCCC(C(=O)c2ccc(-c3ccccc3)cc2)C1 (centres undefined) | -0.7% | 9.2µM* | 20.6µM*
O=C(NNC(=O)c1ccc(-n2cncn2)c([N+](=O)[O-])c1)c1cccc(Cl)c1 | -5.0% | 6.3% | -2.9%
CCCN(C(=O)c1ccco1)c1nnc(-c2ccccc2C)s1 | ? | ? | ?
COc1ccccc1CNS(=O)(=O)c1ccc(Cl)s1 | -1.9% | -29.0% | 1.9%
O=C(O)C1CC=CCC1C(=O)N1CCN(c2nc(-c3ccccc3Cl)c3cc(Br)ccc3n2)CC1 (centres undefined) | -21.0% | ? | -28.7%

# Next section.
compound | GCN5L2 inh | DT40 TDP1 no CPT | DT40 TDP1 CPT
O=C(NCC1CCCO1)C1CCN(S(=O)(=O)c2ccccc2)CC1 (centres undefined) | 4.8% | -1.0% | 7.7%
CCCc1c(O)nc(SCC(=O)O)[nH]c1=O | -10.6% | ? | ?
COc1ccc(/C=C2\CCc3ccccc3C2=O)cc1CN1CCOCC1 | -8.7% | ? | ?
Cc1ccc(C(=O)OCC(=O)Nc2cccc(S(=O)(=O)N3CCCCC3)c2)o1 | -13.8% | -29.2% | -35.1%
O=C(NC(N1CCOCC1)C(Cl)(Cl)Cl)c1cc([N+](=O)[O-])cc([N+](=O)[O-])c1 (centres undefined) | -5.9% | 5.6% | -9.5%
CCCN(C)C1CN(Cc2cn(Cc3ccc(OC)cc3)nn2)S(=O)(=O)C1 (centres undefined) | / | -13.2% | -3.7%
CCOC(=O)N1CCC(N(CCN(C)C)C(=S)Nc2cc(C)ccc2C)CC1 | 3.3% | -25.6% | -6.1%
C[C@@]12CCC3[C@@](CCC4[C@@]3(C)CCC[C@@]4(C)C(=O)O)(CC1=O)C2 (some centres undefined) | -8.7% | -14.2% | 1.9%
CCC(C)Oc1cccc(C(=O)Nc2ccccc2N2CCOCC2)c1 (centres undefined) | -1.2% | 18.4µM* | ?
O=C(c1cccnc1)C1CCCN(Cc2ccc3c(c2)CN(C(=O)c2ccc4[nH]ccc4c2)CCO3)C1 (centres undefined) | / | ? | -6.0%[9.04 µM]
Cc1csc2nc(-c3cccc(NC(=O)c4ccc(S(N)(=O)=O)cc4)c3)cn12 | -9.6% | 16.4µM* | ?
Cc1ccc(S(=O)(=O)N2CCC(C(=O)Nc3ccc(S(=O)(=O)N4CCCC4)cc3)CC2)cc1C | -15.5% | 18.4µM* | ?
O=C(COc1ccc2ccccc2c1Br)Nn1cnnc1 | 1.3% | -12.1% | -10.5%

# Four entries from above, with each value named.
SMILES: COc1ccc(NC(=O)CS(=O)c2cccc(Cl)c2)cc1 (centres undefined)
  GCN5L2 inh: -1.7%
  DT40 TDP1 no CPT: 17.5%
  DT40 TDP1 CPT: -19.5%

SMILES: O=C(c1ccoc1)N1CCCC(N2CCN(c3ccc(F)cc3)CC2)C1 (centres undefined)
  GCN5L2 inh: ?
  DT40 TDP1 no CPT: -4.8%
  DT40 TDP1 CPT: -13.7%

SMILES: N/C(=N\OC(=O)Cc1ccc(Cl)cc1)c1cccnc1
  GCN5L2 inh: ?
  DT40 TDP1 no CPT: -3.6%
  DT40 TDP1 CPT: -1.7%

SMILES: Cc1cc(C)cc(-n2ncc3c2CCCC3NC(=O)c2csnn2)c1 (centres undefined)
  GCN5L2 inh: -0.7%
  DT40 TDP1 no CPT: -0.8%
  DT40 TDP1 CPT: -14.7%

# Screens (PubChem BioAssay)
